PAFAH2 FP inh – PAFAH2 enzyme inhibitors, primary screen, biochemical, fluorescence polarization, human | Platelet-activating factor acetylhydrolase 2, cytoplasmic (Homo sapiens), Q99487 | recombinant PAFAH2, FP-rhodamine activity probe | inhibition, % at 3.39 µM | 340,000 tested, 0.99% active | AID 492956, 2010;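 active = inhibition above the mean over all tested compounds plus 3 SD, cut at about 30% in these data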;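 note: inhibitors block probe labeling of enzyme so polarization drops; 0% = enzyme with DMSO and 100% = wells lacking PAFAH2 protein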
CTSL1 counter – Fasciola hepatica cathepsin L1 inhibitors, primary screen, counter-screen for PFM18AAP inhibitor project, biochemical, QFRET, fluorogenic peptide substrate | recombinant F. hepatica cathepsin L1, Z-Leu-Arg-MCA fluorescence | 300,000 tested, 0.49% active | inhibition, % at 5.96 µM;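 active = inhibition above the mean of all tested compounds plus 3 SD, set per screening campaign, cut at about 17% in these data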;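 note: 0% = plate median of test compound wells and 100% = 1 µM Z-Phe-Ala-diazomethylketone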
TPT1 inh – Candida albicans TPT1 enzyme inhibitors, primary screen, biochemical, fluorescence polarization. tRNA 2'-phosphotransferase TPT1 (Candida albicans SC5314). recombinant caTPT1, FP RNA substrate dephosphorylation. inhibition, % at 5 µM. 300,000 tested, 0.81% active;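 active = inhibition above the mean of all tested compounds plus 3 SD, set per screening campaign, cut at about 24% in these data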;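 note: plate controls were DMSO alone for no effect and ferristatin control at 100 nM for full effect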
core dimer inh – inhibitors of HCV core protein dimerization, primary screen, biochemical, TR-FRET, high-throughput; TR-FRET GST/Flag-core106 dimerization, 1536-well; AID 1899, 2009; 300,000 tested, 0.33% active; inhibition, % at 5 µM;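 active = inhibition above the mean of all tested compounds plus 3 SD, set per screening campaign, cut at about 45% in these data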
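System: GST/Flag-tagged HCV core106 proteins. Incubation: compound-protein-antibody incubation 4 h at 22.5 °C. Technique: HTRF with 340 nm excitation, 617/671 nm emission. Medium: KF-containing HEPES buffer, pH 7.45, DTT, CHAPS, BSA. Read-out: inhibition (%) from 671 over 617 nm ratio. Also added: Eu(K)-anti-GST 90 ng/mL plus XL665-anti-Flag 1 µg/mL.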
AHR activator – AHR activators, primary screen, cell-based, luminescence, luciferase reporter, human | Aryl hydrocarbon receptor (Homo sapiens), P35869 | AHR-responsive luciferase reporter cells | activation, % at 5 µM | 320,000 tested, 2.5% active; in the data active = activation above about 47%;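 note: 0% = vehicle wells and 100% = reference agonist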
proCasp3 act – activators of human procaspase-3 D3A mutant, primary screen, biochemical, absorbance, PC-3 D3A mutant, single concentration; 330,000 tested, 0.11% active; recombinant procaspase-3 D3A, Ac-DEVD-pNA absorbance 405 nm; activation, % at 8.5 µM; Caspase-3 (Homo sapiens), P42574;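 active = activation above the mean of all tested compounds plus 3 SD, cut at about 21% in these data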;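 note: 0% = DMSO alone and 100% = DMSO wells spiked with extra 5 µM PC-3 D3A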
Target sequence (P42574 whole entry D9A/D28A/D175A): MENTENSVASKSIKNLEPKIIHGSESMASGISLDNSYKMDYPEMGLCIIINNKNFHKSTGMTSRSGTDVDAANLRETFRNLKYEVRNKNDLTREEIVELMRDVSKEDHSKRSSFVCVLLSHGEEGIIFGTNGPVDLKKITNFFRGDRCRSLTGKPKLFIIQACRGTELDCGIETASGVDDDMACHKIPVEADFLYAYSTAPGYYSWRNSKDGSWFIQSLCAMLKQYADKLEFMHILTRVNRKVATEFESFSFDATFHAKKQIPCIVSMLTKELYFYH
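Test system: Procaspase-3 D3A mutant, all three cleavage aspartates alanine | Dosing: Single dose, 8.5 µM nominal compound, 0.8% DMSO | Schedule: 1 h preincubation, 2 h reaction | Technique: 405 nm absorbance of p-nitroaniline, reads at 0 and 120 min | Repeats: One well per compound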
proCasp7 act – procaspase-7 activators, primary screen, counter-screen for procaspase-3 activator project, biochemical, absorbance, HTS, human. Caspase-7 (Homo sapiens), P55210. recombinant procaspase-7, Ac-DEVD-pNA absorbance 405 nm; D23A/D198A/D206A triple mutant, cannot self-cleave; scale: DMSO 0, 5 µM enzyme 100. activation, % at 8.5 µM. 330,000 tested, 0.093% active. AID 463210, 2010;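 active = percent activation above the screen-wide mean plus 3 SD, cut at about 25% in these data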
Target sequence (P55210 whole entry D23A/D198A/D206A): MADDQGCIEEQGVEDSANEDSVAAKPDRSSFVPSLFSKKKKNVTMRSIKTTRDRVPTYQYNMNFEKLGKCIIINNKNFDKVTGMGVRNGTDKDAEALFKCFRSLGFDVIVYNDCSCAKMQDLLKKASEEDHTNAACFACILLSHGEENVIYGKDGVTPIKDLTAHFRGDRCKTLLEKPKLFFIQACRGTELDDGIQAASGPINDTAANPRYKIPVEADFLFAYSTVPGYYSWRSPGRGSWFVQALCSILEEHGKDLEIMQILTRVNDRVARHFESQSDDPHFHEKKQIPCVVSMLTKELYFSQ
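Detection: p-Nitroaniline absorbance at 405 nm, read at 0 and 120 min; system: Uncleavable procaspase-7 mutant enzyme; evaluation: % activation from two-timepoint absorbance difference, scaled to controls; times: 1 h enzyme–compound preincubation and 2 h substrate reaction, both 25 °C; buffer or medium: Zinc-free HEPES pH 7.4 with 300 mM NaCl, 0.01% Triton X-100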
PP5 inh – PP5 phosphatase inhibitors, primary screen, biochemical, fluorescence | Serine/threonine-protein phosphatase 5 (Homo sapiens), P53041 | purified PP5c, OMFP substrate fluorescence | inhibition, % at 6.7 µM | 320,000 tested, 0.18% active | AID 1987, 2009;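 active = inhibition above the campaign's mean inhibition across all tested compounds plus 3 SD, cut at about 9.5% in these data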;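 note: 0% = DMSO only and 100% = 100 µM cantharidin control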
PP1 counter – PP1-alpha phosphatase inhibitors, primary screen, counter-screen for PP5 inhibitor project, biochemical, fluorescence, OMFP substrate, single point; AID 2235, 2010; Serine/threonine-protein phosphatase PP1-alpha catalytic subunit (Homo sapiens), P62136; inhibition, % at 6.7 µM; purified PP1alpha; 320,000 tested, 0.9% active;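 active = inhibition above the mean inhibition of all tested compounds plus 3 SD, computed separately for each screening campaign, cut at about 15% in these data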
Target sequence (P62136 whole entry, looked up): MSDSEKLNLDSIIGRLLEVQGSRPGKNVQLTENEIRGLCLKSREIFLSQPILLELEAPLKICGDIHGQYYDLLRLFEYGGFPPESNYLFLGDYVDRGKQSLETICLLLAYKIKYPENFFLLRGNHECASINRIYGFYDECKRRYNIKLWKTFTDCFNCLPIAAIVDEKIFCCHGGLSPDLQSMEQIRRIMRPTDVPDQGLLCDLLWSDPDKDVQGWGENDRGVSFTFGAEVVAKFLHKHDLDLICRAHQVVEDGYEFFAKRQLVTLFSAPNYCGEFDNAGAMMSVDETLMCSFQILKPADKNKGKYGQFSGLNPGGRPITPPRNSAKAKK
* = called active by the depositor; / = not tested or not shown.

SMILES	PAFAH2 FP inh	CTSL1 counter	TPT1 inh	core dimer inh	AHR activator	proCasp3 act	proCasp7 act	PP5 inh	PP1 counter
CCOC(=O)Nc1ccc(S(=O)(=O)Nc2nccc(C)n2)cc1	-9	0	2	3	3	8	-3	2.5	-5
CC(=O)c1c(C)oc(C)c1CSCc1ccc(C(=O)O)o1	16	3	-4	-4	1	-22	-14	1.0	-1
CC(C)(C)c1ccc(-c2nc(-c3ccncc3)no2)cc1	-4	-3	-1	0	-6	4	-7	3.7	1
COc1ccc(C(=O)Nc2cccc(C(=O)N3CCCC3)c2)cc1	-1	-1	2	-5	5	-6	12	-0.4	-4
CCC(=O)Nc1ccc(NC(=O)Cc2ccccc2)cn1	-12	-6	-4	-7	3	-4	9	0.1	-16
CCCNC(=O)N[C@@H](Cc1ccccc1)C(=O)OC	-4	4	0	-3	0	-3	4	-1.5	-1
COc1ccc(OC)c(NC2=NC3(CCCC3)N=C(N)N2)c1	4	-2	0	-3	84*	0	-3	2.4	-1
CCOc1ccc(S(=O)(=O)N2CCN(Cc3ccccc3)CC2)cc1	-4	1	-5	5	-1	-5	4	2.7	2
CC(C)c1ccc(OCC(=O)Nc2ccncc2)cc1	4	-4	-3	-16	0	-8	-8	-2.4	3
COc1cc(=O)[nH]c(SCC(=O)Nc2nc3c(s2)CCCC3)n1	-2	-2	-1	-4	1	-1	11	-3.2	0
O=C(Cc1cccs1)Nc1nc(-c2ccc(F)cc2F)cs1	-6	1	2	-1	-12	3	-4	3.5	-2
CCOC(=O)c1sc(NCCNc2nc(C)c(C(=O)OCC)s2)nc1C	/	-4	0	-7	1	1	1	-0.2	1
Cc1ccc(NC(=O)c2ccc(OC(F)(F)F)cc2)cc1S(=O)(=O)N(C)C	-7	4	-1	-2	5	-4	8	2.2	3
O=C(CN(c1ccc(F)cc1)S(=O)(=O)c1ccc2c(c1)OCCO2)Nc1cccnc1	11	-2	1	9	0	5	3	1.2	-2
CC(C)OC(=O)CC12CN(C)CC(CC(=O)OC(C)C)(CN(C)C1)C2=O	3	6	-4	-2	0	-4	7	-1.8	-1
COc1cc2ccccc2cc1C(=O)NC(=S)Nc1nnn(C)n1	4	-2	-1	-1	-4	3	-8	1.3	-2
CCCc1nc(SCC(=O)N2CCCCCC2)c2c(=O)n(C)c(=O)n(C)c2n1	/	2	-1	14	2	11	-7	4.5	1
CCn1c(Sc2ccc([N+](=O)[O-])cn2)nnc1-c1ccco1	11	2	-1	-1	-2	-10	-1	1.1	3
CCCCNC(=O)CCc1nc2cccnc2n1Cc1ccc(OC)cc1	-6	0	0	-17	6	1	-10	-3.1	-5
CSc1ccc(Cl)c(C(=O)N2CCOc3ccccc32)c1	2	1	-3	2	3	-4	11	1.4	0
Cc1cc(-c2csc(N)n2)c(C)n1CCc1ccccc1	3	3	2	33	6	-8	-2	-0.2	21*
O=c1cc(O)c2ccccc2n1Cc1ccccc1F	7	-2	-2	3	0	6	6	1.5	-2
CC(/C=N/n1c(COc2ccccc2)n[nH]c1=S)=C\c1ccco1	-2	-1	-1	10	3	-1	-14	-1.1	-2
Cc1ccc2nc(NC(=O)c3cc(-c4ccco4)nc4ccccc34)sc2c1	-13	-2	3	30	20	0	-1	2.6	3
c1ccc(Nc2nc(Nc3ccccc3)nc(N3CCNCC3)n2)cc1	1	4	0	4	16	9	6	0.5	-2
Following part
SMILES	PAFAH2 FP inh	CTSL1 counter	TPT1 inh	core dimer inh	AHR activator	proCasp3 act	proCasp7 act	PP5 inh	PP1 counter
COc1ccc(C2C3=C(CC(C)(C)CC3=O)Nc3c2c(=O)[nH]c(=O)n3Cc2ccccc2)cc1OC (configuration not stated)	1	1	7	4	-1	12	26*	0.6	-2
Cc1ccc(-n2c(Cc3ccccc3)n[nH]c2=S)cc1	0	-6	0	-3	-2	-9	-6	2.0	0
CCC(Oc1ccccc1)C(=O)N(Cc1ccccc1)c1ccccn1 (configuration not stated)	0	-2	2	-6	-1	-1	11	3.1	-2
CC(=O)OCCNc1cc(SCc2ccco2)c2nonc2c1[N+](=O)[O-]	11	-3	4	4	1	-13	-23	0.3	2
COc1ccccc1-c1sc2cc3c(cc2c1C#Cc1ccccn1)OCO3	-7	/	/	/	104*	-9	-4	2.6	0
COc1ccc(/C=C/C(=O)c2ccccc2O)cc1CN1CCOCC1	-6	5	4	1	2	-1	4	2.3	0
O=C(NCCO)c1ccc2c3n(nc2c1)-c1ccccc1CO3	3	0	-5	-16	-5	-1	-4	1.6	4
Nc1nonc1-n1nnc(C(=O)N/N=C/c2ccccc2Cl)c1-c1ccccc1	-4	0	0	2	1	-1	1	1.2	4
OCC[C@@H]1C[C@@H](O)[C@H](O)[C@@]2(CCCCO2)O1	1	-2	4	1	1	8	1	1.9	-3
CCC1(c2ccc(F)cc2)NC(=O)N(CC(=O)N2c3ccccc3CC2C)C1=O (configuration not stated)	0	/	/	/	5	-4	2	4.9	3
CN(CC(=O)Nc1ccc(F)cc1)C(=O)c1ccncc1	8	12	-1	-21	-1	-8	2	-2.3	-1
C/C(=N\Nc1cc(N2CCCCC2)nc(C)n1)c1ccc(Br)cc1	-1	0	-2	-17	23	-8	1	5.5	1
Cc1cccc(NC(=O)CSc2nnc(-c3ccncc3)n2C)c1	-1	0	-2	4	-5	-4	-2	-0.7	-4
OCCC1CN(Cc2cnc(N3CCCC3)s2)CCN1C1CCCC1 (configuration not stated)	0	-5	-2	1	1	6	2	0.2	-5
Cc1ccc(C2CN(CCC(N)=O)C(=O)CO2)cc1 (configuration not stated)	-4	0	-2	0	-3	1	14	0.8	2
COc1ccccc1N/C(=N/S(=O)(=O)c1ccc(C)cc1)c1ccccc1	5	2	-4	8	2	-3	-4	1.6	-4
O=C(O)Cc1ccc(NS(=O)(=O)c2ccc3ccccc3c2)cc1	1	-1	-4	1	1	-1	7	0.9	-1
COc1ccc(C(=O)O/N=C(\N)c2cccc(C)c2)cc1OC	23	4	0	0	-1	1	6	2.1	-1
CCOc1ccc(C(=O)Oc2cc(C)[nH]c(=O)c2[N+](=O)[O-])cc1	9	1	-1	-1	-4	-15	0	-0.1	-3
CCOC(=O)c1c(NC(=O)C(C)Sc2cn(C)c3ccccc23)sc2c1CCC2 (configuration not stated)	0	0	1	-230	4	-1	9	2.0	4
O=C(COC(=O)C1CCN(S(=O)(=O)c2cccs2)CC1)Nc1ccc(F)cc1Cl	-3	/	/	/	-1	10	3	/	/
Cc1ccc(CN(C(=O)COc2ccc(C)c(C)c2)C2CCS(=O)(=O)C2)o1 (configuration not stated)	-2	2	1	2	3	-8	3	1.2	0
O=C(Cn1c(-c2ccccc2Cl)nc2ccccc21)Nc1cccc(Cl)c1	-2	-3	-2	3	5	6	-4	2.6	11
Cn1cccc1C(=O)N1CCN(c2cccc(C(F)(F)F)c2)CC1	2	0	0	1	-2	0	1	2.1	-2
CCOC(=O)C(NC(=O)Nc1ccc(O)cc1)(c1ccccc1)C(F)(F)F (configuration not stated)	7	-3	2	-1	1	0	4	11*	-10
The listing continues.
SMILES	PAFAH2 FP inh	CTSL1 counter	TPT1 inh	core dimer inh	AHR activator	proCasp3 act	proCasp7 act	PP5 inh	PP1 counter
CC1(C)C(=O)Nc2ccccc2N1C(=O)COC(=O)Cc1ccc(Cl)c(Cl)c1	8	/	/	/	2	5	-2	/	/
O=C(c1ccc(S(=O)(=O)Nc2cccc(C(F)(F)F)c2)cc1)N1CCOCC1	-7	1	2	1	-2	0	-4	0.7	1
CC1(C)CC2CC(C)(CN2C(=O)COC(=O)Cn2[nH]c(=O)c3ccccc3c2=O)C1 (configuration not stated)	5	-28	-1	0	-4	7	-4	1.0	-5
COCCSc1ccccc1C(=O)Nc1nnc(C)s1	-6	-1	-1	-4	-1	9	6	2.8	4
C[N+](C)(C)C/C=C1/COCO1	1	-1	-2	-8	5	-1	1	-2.5	-6
O=C(N/N=C/c1ccc[nH]1)c1cccc([N+](=O)[O-])c1	-3	0	0	-6	15	-2	5	2.5	-2
CCOc1ccc(S(=O)(=O)NC(C)C(=O)NCc2ccccn2)cc1 (configuration not stated)	12	-1	-4	-5	0	-6	1	1.3	-1
COC(=O)c1ccccc1NC(=O)CNc1ccc(F)c(S(=O)(=O)N2CCOCC2)c1	-5	/	/	/	0	-1	10	-0.8	1
CC(C)/C=C/C(=O)N1CCC(N2CCC(C(=O)NCc3ccccn3)CC2)CC1	1	8	-13	-12	5	3	-5	1.0	-4
Cc1cc(Nc2ccc(Cl)cc2)nc(NCc2ccccc2)n1	-1	-13	0	-9	32	-4	3	7.8	17*
NS(=O)(=O)c1cc(C(=O)OCC(=O)NNC(=O)c2ccccc2)ccc1Cl	2	-5	-1	1	0	-3	2	1.1	-3
CCc1ccc(NC(=O)C[n+]2cc(-c3ccc(C)cc3)n3c2CCC3)cc1	/	-5	-2	-3	0	-1	8	-0.6	1
Cc1ccc(C)c(OCCCNC2CCCC2)c1C	-1	-3	-1	2	-2	-5	-6	2.8	4
CCCCn1c(N)c(N(CCOC)C(=O)c2nn(CC)c(=O)c3ccccc23)c(=O)[nH]c1=O	-1	4	1	0	32	0	0	1.3	-4
CCOC(=O)N1CCN(c2nc(SC)nc3sc4c(c23)CC(C)(C)OC4)CC1	0	3	1	9	-1	-6	11	2.0	1
CCc1nc2oc3ccccc3c(=O)c2c(=O)n1-c1ccc(C)cc1	/	2	19	32	64*	3	-2	-1.5	-1
CCCCN(CCCC)S(=O)(=O)c1ccc2oc(C(=O)N3CCOCC3)c(C)c2c1	-9	-2	0	3	-1	-3	-2	3.8	2
CN(C(=O)COC(=O)CN1C(=O)C2CC=CCC2C1=O)c1ccccc1 (configuration not stated)	15	1	-4	-5	3	12	8	-0.6	4
CCCCn1nc(C(=O)N(C)CC(=O)Nc2ccc(F)c(F)c2F)ccc1=O	-2	/	/	/	3	8	4	/	/
Cc1ccc(S(=O)(=O)c2ccccc2)cc1S(=O)(=O)N1CCOCC1	2	-1	1	2	7	0	-3	1.0	-3

Copied from the list:
CCOC(=O)N1CCN(c2nc(SC)nc3sc4c(c23)CC(C)(C)OC4)CC1 – proCasp3 act = -6
CCCCn1nc(C(=O)N(C)CC(=O)Nc2ccc(F)c(F)c2F)ccc1=O – AHR activator = 3

Screening data (PubChem BioAssay)
